Screening results (PubChem BioAssay)
Pemphigus Ab inh: blocks pemphigus antibody binding to human desmoglein-3 | P32926 | DSG3-coupled beads, scFv-anti-DSG3-GFP binding, flow cytometry; hits give low values | binding (percent of control), % at 10 µM | 310,000 compounds, 0.48% hits | AID 588358;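 active means binding more than 3 SD below its plate's average and above zero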;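 further: hits lower antibody fragment binding to DSG3; some compounds called inactive have numbers as strong as hits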
AddAB inh: less growth of phage-infected E. coli with AddAB; inhibition, % at 11.9 µM; AID 435030; 330,000 compounds, 0.29% hits; E. coli expressing H. pylori AddAB, absorbance growth; in the data active means inhibition above about 12%;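 further: 0% = vehicle wells of infected cells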
HTR5A ag ctr: HTR5A agonism, opioid heterodimer counter-screen | P47898 | HTR5A agonist assay, luminescence, cell-based | activation, % at 9.3 µM | 340,000 compounds, 0.61% hits | AID 504692; in the data active means activation mostly above about 9.5%, no sharp cut-off; inactive means mostly below about 7.6%;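 further: 0% = cells with vehicle only and 100% = reference agonist; strong numbers were not always called active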
Target sequence (P47898 whole entry, looked up): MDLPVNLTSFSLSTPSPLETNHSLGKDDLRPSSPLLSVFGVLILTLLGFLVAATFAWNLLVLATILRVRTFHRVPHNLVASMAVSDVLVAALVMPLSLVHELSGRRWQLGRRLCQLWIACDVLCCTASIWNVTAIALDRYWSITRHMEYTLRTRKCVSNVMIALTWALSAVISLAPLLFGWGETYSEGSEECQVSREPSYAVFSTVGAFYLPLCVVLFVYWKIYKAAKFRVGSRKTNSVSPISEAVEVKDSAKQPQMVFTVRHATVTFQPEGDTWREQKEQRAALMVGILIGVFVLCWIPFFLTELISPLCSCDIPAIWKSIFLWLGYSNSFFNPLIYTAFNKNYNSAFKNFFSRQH
Mot1-301 SUMO: inhibitors of SUMOylation pathway: yeast Mot1-301 growth rescue | S. cerevisiae Mot1-301 growth rescue, ATP luminescence, 38.5C; percent above DMSO median, 100 means doubled | growth rescue, % at 18.8 µM | 320,000 compounds, 1% hits;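 active means every valid replicate shows activation above 250% relative to neutral control wells; inactive means the rest, any valid replicate at or below 250%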;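 further: OY570 slx delta 5 strain wells were the positive control but not used for scaling; some compounds called inactive have numbers as strong as hits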
Ecoli viability: counter-screen for AddAB inhibitors: E. coli growth inhibition. E. coli V3065 growth, OD600 absorbance, 18 h. inhibition, % at 11.9 µM. 330,000 compounds, 0.27% hits;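 active means inhibition above the campaign's mean inhibition across all tested compounds plus 3 SD, cut at about 9.9% in these data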;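 further: uninfected addAB+ strain grown without phage in ampicillin broth; 0% = DMSO wells and 100% = ciprofloxacin 0.95 µg/ml wells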
HTR5A inv ag: HTR5A inverse agonism, opioid heterodimer counter-screen; P47898; HTR5A cell line, luminescence; inhibition, % at 9.3 µM; 340,000 compounds, 0.083% hits; in the data active means inhibition mostly above about 23%, no sharp cut-off; inactive means mostly below about 18%;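 further: 0% = cells with DMSO and 100% = no-cell wells with DMSO; some compounds called inactive have numbers as strong as hits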
OPRM1-OPRD1 ag: OPRM1-OPRD1 heterodimerization agonism; P35372+P41143; cells, luminescence; activation, % at 9.3 µM; 340,000 compounds, 0.3% hits; AID 504326; in the data active means activation above about 18%;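 further: 0% = vehicle-treated cells and 100% = reference agonist; values of inactives mirror those of a sister screen read the other way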
OPRM1-OPRD1 inv: inverse agonists of human mu-delta opioid receptor heterodimerization; P35372+P41143; cell-based MOR-DOR heterodimer luminescence, inverse agonism; inhibition, % at 9.3 µM; 340,000 compounds, 0.21% hits; AID 504357; in the data active means inhibition above about 22%, passing the limit was not always enough;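 further: 0% = cells with DMSO and 100% = wells without cells with DMSO; values of inactives mirror those of a sister screen read the other way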
phage Ecoli inh: E. coli growth loss with phage present. inhibition, % at 11.9 µM. growth absorbance. 360,000 compounds, 0.26% hits; in the data active means inhibition above about 11%
PfHsp90 yeast 2: inhibits growth of yeast expressing Plasmodium falciparum Hsp90; S. cerevisiae expressing PfHsp90, BacTiter-Glo ATP, 48 h; yeast lacking PDR1 and PDR3 efflux regulators; inhibition, % at 9.4 µM; 310,000 compounds, 0.32% hits; AID 504621;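 active means every replicate shows inhibition above about 80%, whatever the replicate mean, limit read from the data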;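 further: 0% = DMSO neutral controls and 100% = 20 µM radicicol positive controls; yeast relying on Plasmodium falciparum Hsp90 in place of its own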
PKA-R1A act: PKA-R1A complex activation | activation, % at 11.4 µM | PKA-R1A dissociation, Cy5-IP20 fluorescence polarization; scaled: DMSO 0%, 113 µM cGMP 100% | P00514+P68181 | 340,000 compounds, 0.083% hits | AID 504707;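 active means percent activation above the mean of all tested compounds plus 3 SD, cut at about 19% in these data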;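 further: higher means more PKAc released from R1A so a rise in polarization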
Numbers without * were called inactive; . = not tested or not shown. An unsorted share of the library; overall some 3.2% were active at least once.

SMILES	Pemphigus Ab inh	AddAB inh	HTR5A ag ctr	Mot1-301 SUMO	Ecoli viability	HTR5A inv ag	OPRM1-OPRD1 ag	OPRM1-OPRD1 inv	phage Ecoli inh	PfHsp90 yeast 2	PKA-R1A act
C[C@H](CO)N1C[C@H](C)[C@@H](CN(C)C(=O)NC2CCCCC2)Oc2c(NS(=O)(=O)c3cccs3)cccc2C1=O	106	0.6	3	-2	-0.7	7	-0.5	3	0.5	-4	8
Cc1ccc(C)c(N2CCN(S(=O)(=O)c3ccc(-c4ccc(=O)[nH]n4)o3)CC2)c1	.	2.8	5	3	0.6	-1	20*	-108	-2.2	26	3
O=C1NC(=O)/C(=C\c2ccsc2)N1	101	4.2	1	-3	3.9	-4	-2.7	14	5.0	-1	-20
CC(=O)c1ccc(OCc2cc(C(=O)N3CCC(c4ccncc4)CC3)no2)cc1	111	2.9	3	-22	0.0	-9	-2.2	11	3.2	8	-7
CC1CCN(CCC(=O)Nc2ccccc2)CC1	104	3.3	0	-6	0.4	12	1.2	-7	4.1	24	-3
CCCc1nc2c(sc3nc4c(cc32)COC(C)(C)C4)c(=O)n1Cc1ccco1	114	-2.3	13	7	0.6	-5	-0.2	1	-0.8	-45	6
CCOC(=O)C1CCN(C(=O)CCc2nc3ccccc3[nH]2)CC1	99	0.4	-4	-15	-2.2	-22	-0.9	4	0.2	10	-13
Cc1cnc(NC(=O)NCC2CCCC(CNC(=O)Nc3ncc(C)s3)C2)s1 (configuration not stated)	97	7.2	3	-4	1.1	-7	-2.8	15	0.7	-8	-2
CC(C)c1ccc(C2NC(=O)c3ccccc3O2)cc1 (configuration not stated)	93	2.7	10	-18	1.8	-28	-3.5	23	2.7	28	-12
O=c1nc(-c2ccccc2)n(-c2ccccc2)c2ncccc12	101	-0.8	9	7	-0.7	-24	-0.1	1	1.1	9	-9
CCCCN(CC)CCNC(=O)c1cc2c(-c3ccccc3F)nn(C)c2s1	111	1.1	4	27	0.1	-17	-0.3	1	2.5	7	-8
CN1C(=O)Cc2cc(S(=O)(=O)N3CCOCC3)ccc21	.	4.6	2	345	-0.2	-16	3.0	-17	2.6	.	-1
COc1cc(NC(=S)NC(=O)CCc2ccccc2)cc(OC)c1	.	-0.9	0	8	-1.0	-7	7.2	-39	4.2	2	-9
Cc1cc(C(=O)N2CCCC(Nc3ccc(F)cc3)C2)n(C)n1 (configuration not stated)	94	5.9	-3	-18	2.5	18	-0.9	4	-2.9	-18	4
CCC1CSC(Nc2ccc(C(=O)/C=C/c3ccc(Oc4ccccc4)cc3)cc2)=N1 (configuration not stated)	90	1.1	-4	-12	2.3	10	-1.8	10	3.1	-15	-5
CC(C(=O)OCC(=O)c1ccccc1)N1C(=O)C2C3CCC(C3)C2C1=O (configuration not stated)	99	1.5	-1	402	0.1	3	-2.9	15	3.4	-14	-13
CN(C)c1ccc(/C=N/Nc2nncc3ccccc23)cc1	92	3.0	2	21	0.9	-13	2.2	-11	3.4	4	2
O=C(CCc1ccccc1)NNC(=O)c1ccc(Cl)cc1	92	-0.5	4	-22	-1.4	-15	-1.1	6	2.0	5	-16
Cc1ccc(S(=O)(=O)Nc2cc(=O)[nH]c(SCC(=O)Nc3cccc(C(F)(F)F)c3)n2)cc1	100	.	3	.	.	-10	3.5	-29	-2.5	3	-3
NC(=O)c1ccc(Cn2c(C(=O)c3cc(Cl)c(N)c(Cl)c3)c3ccccc3[n+]2[O-])cc1	101	4.4	4	-8	-4.9	-2	0.1	-1	3.0	12	9
COc1ccc2c(CC(=O)Nc3ccc(OC)c(NS(=O)(=O)c4ccc(F)cc4)c3)coc2c1	.	-0.4	3	560*	-1.3	-9	19*	-118	0.2	-26	-13
CC(C)(C)c1ccc(-c2n[nH]c(=S)n2CCCN2CCOCC2)cc1	101	-2.2	0	355	2.2	-27	-2.1	11	2.0	11	-5
CCOc1cc(CNc2ccc(N3CCOCC3)cc2)cc(Br)c1OCC	102	1.5	-4	3	-1.8	-10	8.1	-54	3.1	-9	2
CC(C)(CO)NCC#Cc1ccccc1	94	1.3	2	97	1.2	-26	-2.0	10	2.4	2	0
CCc1nnc(NC(=O)CSc2nnc(-c3c[nH]c4ccccc34)n2CCOC)s1	104	1.6	-1	0	0.7	4	-0.8	4	1.3	11	1

Reformatted: results already given.
mol | Pemphigus Ab inh | AddAB inh | HTR5A ag ctr | Mot1-301 SUMO | Ecoli viability | HTR5A inv ag | OPRM1-OPRD1 ag | OPRM1-OPRD1 inv | phage Ecoli inh | PfHsp90 yeast 2 | PKA-R1A act
C[C@H](CO)N1C[C@H](C)[C@@H](CN(C)C(=O)NC2CCCCC2)Oc2c(NS(=O)(=O)c3cccs3)cccc2C1=O | 106 | 0.6 | 3 | -2 | -0.7 | 7 | -0.5 | 3 | 0.5 | -4 | 8
Cc1ccc(C)c(N2CCN(S(=O)(=O)c3ccc(-c4ccc(=O)[nH]n4)o3)CC2)c1 | . | 2.8 | 5 | 3 | 0.6 | -1 | 20* | -108 | -2.2 | 26 | 3
O=C1NC(=O)/C(=C\c2ccsc2)N1 | 101 | 4.2 | 1 | -3 | 3.9 | -4 | -2.7 | 14 | 5.0 | -1 | -20
CC(=O)c1ccc(OCc2cc(C(=O)N3CCC(c4ccncc4)CC3)no2)cc1 | 111 | 2.9 | 3 | -22 | 0.0 | -9 | -2.2 | 11 | 3.2 | 8 | -7
CC1CCN(CCC(=O)Nc2ccccc2)CC1 | 104 | 3.3 | 0 | -6 | 0.4 | 12 | 1.2 | -7 | 4.1 | 24 | -3
CCCc1nc2c(sc3nc4c(cc32)COC(C)(C)C4)c(=O)n1Cc1ccco1 | 114 | -2.3 | 13 | 7 | 0.6 | -5 | -0.2 | 1 | -0.8 | -45 | 6
CCOC(=O)C1CCN(C(=O)CCc2nc3ccccc3[nH]2)CC1 | 99 | 0.4 | -4 | -15 | -2.2 | -22 | -0.9 | 4 | 0.2 | 10 | -13
Cc1cnc(NC(=O)NCC2CCCC(CNC(=O)Nc3ncc(C)s3)C2)s1 (configuration not stated) | 97 | 7.2 | 3 | -4 | 1.1 | -7 | -2.8 | 15 | 0.7 | -8 | -2
CC(C)c1ccc(C2NC(=O)c3ccccc3O2)cc1 (configuration not stated) | 93 | 2.7 | 10 | -18 | 1.8 | -28 | -3.5 | 23 | 2.7 | 28 | -12
O=c1nc(-c2ccccc2)n(-c2ccccc2)c2ncccc12 | 101 | -0.8 | 9 | 7 | -0.7 | -24 | -0.1 | 1 | 1.1 | 9 | -9
CCCCN(CC)CCNC(=O)c1cc2c(-c3ccccc3F)nn(C)c2s1 | 111 | 1.1 | 4 | 27 | 0.1 | -17 | -0.3 | 1 | 2.5 | 7 | -8
CN1C(=O)Cc2cc(S(=O)(=O)N3CCOCC3)ccc21 | . | 4.6 | 2 | 345 | -0.2 | -16 | 3.0 | -17 | 2.6 | . | -1
COc1cc(NC(=S)NC(=O)CCc2ccccc2)cc(OC)c1 | . | -0.9 | 0 | 8 | -1.0 | -7 | 7.2 | -39 | 4.2 | 2 | -9
Cc1cc(C(=O)N2CCCC(Nc3ccc(F)cc3)C2)n(C)n1 (configuration not stated) | 94 | 5.9 | -3 | -18 | 2.5 | 18 | -0.9 | 4 | -2.9 | -18 | 4

Remaining list, next part.
SMILES	Pemphigus Ab inh	AddAB inh	HTR5A ag ctr	Mot1-301 SUMO	Ecoli viability	HTR5A inv ag	OPRM1-OPRD1 ag	OPRM1-OPRD1 inv	phage Ecoli inh	PfHsp90 yeast 2	PKA-R1A act
CC(=O)c1sc(-c2ccc(Cl)cc2)cc1N	101	2.1	10	59	-1.7	-22	0.1	-1	0.2	-33	-11
O=C(CCCN1C(=O)/C(=C/c2ccco2)SC1=S)Nc1ccccc1C(=O)O	106	-1.1	0	-9	-0.8	-13	2.1	-11	-0.1	-98	7
CN(C(=O)c1cccc(NC(=O)C2CCCN(C(=O)OC(C)(C)C)C2)c1)C1CCC1 (configuration not stated)	103	1.1	3	-12	2.7	-7	-2.8	13	3.6	19	-7
COCCn1c(=O)c2c(nc3n2CCCN3CCc2ccc(OC)c(OC)c2)n(C)c1=O	91	.	2	-8	.	-6	0.0	0	1.0	9	-2
Cc1nc(C(F)(F)F)ccc1C(=O)Nc1ccccc1N1CCOCC1	.	3.0	8	461	1.3	1	-1.8	10	0.4	26	-5
CCOC(=O)C1CCN(CCC(=O)Nc2ccc(C)c(C)c2)CC1	100	-0.9	-1	96	-0.5	12	-1.9	10	2.5	2	5
Cc1nc(N(CCO)C2CCCCC2)c2nnn(Cc3ccccc3)c2n1	101	2.8	-1	11	-1.5	3	7.4	-34	-0.2	7	-6
CCCCNC(=O)CCc1nc2cccnc2n1Cc1ccccc1	106	-0.7	0	-16	-0.1	1	-0.9	4	1.6	9	2
CC(C)c1ccc(-c2cc(C(=O)NN3CCN(C)CC3)c3ccccc3n2)cc1	129	-0.3	-2	-14	-1.6	-28	-3.5	19	4.5	-4	9
Cc1cc(Nc2ccc3c(c2)OCCO3)n2nc(C)nc2n1	108	2.5	0	6	1.7	1	-1.0	5	0.3	-17	9
CCOC(=O)C1(C)Oc2ccccc2C(c2ccc(OC)cc2)=C1C(=O)OC (configuration not stated)	87	0.4	4	.	-1.8	-15	0.8	-4	1.8	2	3
O=C(Nc1ccccc1N1CCOCC1)C1CCN(S(=O)(=O)c2ccc(F)cc2)CC1	90	3.7	1	322	1.9	2	-3.9	20	2.0	23	-6
CCOc1ccccc1NC(=O)CN(c1ccc(C)cc1)S(=O)(=O)c1c(C)n[nH]c1C	88	1.6	-1	-17	-0.2	12	1.1	-5	3.6	-3	-2
Cc1c(C(N)=O)sc2ncn(CC(=O)OC(C)C)c(=O)c12	90	-0.9	3	18	-3.0	-15	-2.3	13	-9.5	19	2
